RGS7-Gao = RGS7-Galphao binding modulators, primary screen, biochemical, multiplexed bead flow cytometry; actives lie on both sides; Guanine nucleotide-binding protein G(o) subunit alpha (Homo sapiens), P09471; binding response (% of control), % at 10 µM; 220,000 compounds, 0.35% hits; AID 1439, 2008; in the data active = binding response below about 49% or above about 150%; inconclusive = no clear call, values can overlap the other calls; inactive = in between;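 note: fluorescent Galphao held in activated GDP-AlF4 state binding bead-coupled RGS7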
Target sequence (P09471 whole entry, looked up): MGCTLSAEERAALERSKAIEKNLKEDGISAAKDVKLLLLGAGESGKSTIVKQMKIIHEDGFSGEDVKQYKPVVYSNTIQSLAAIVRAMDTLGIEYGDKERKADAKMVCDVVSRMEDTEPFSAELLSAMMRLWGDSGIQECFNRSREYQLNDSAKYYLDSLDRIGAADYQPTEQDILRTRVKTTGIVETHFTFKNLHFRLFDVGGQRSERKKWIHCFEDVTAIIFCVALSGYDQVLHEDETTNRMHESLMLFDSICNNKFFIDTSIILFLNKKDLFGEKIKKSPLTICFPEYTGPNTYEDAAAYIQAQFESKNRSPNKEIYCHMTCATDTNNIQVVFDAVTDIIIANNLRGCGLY
RGS4-Gao reg = modulators of RGS4 binding to Galphao, primary screen, biochemical, multiplexed bead flow cytometry | Guanine nucleotide-binding protein G(o) subunit alpha (Homo sapiens), P09471 | actives lie on both sides | binding response (% of control), % at 10 µM | 220,000 compounds, 0.33% hits; in the data active = binding response below about 49% or above about 150%; inactive = in between;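 note: fluorescent Galphao activated with aluminum fluoride binding bead-coupled RGS4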
Bcl-W Bim block = inhibitors of Bim binding to Bcl-W, primary screen, biochemical, multiplexed, bead-based flow cytometry. Bcl-2-like protein 2 (Homo sapiens), Q92843. AID 952, 2007. 190,000 compounds, 0.02% hits. inhibition, % at 10 µM. Bim peptide-Bcl-W binding;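 note: 0% = bound tracer without compound and 100% = peptide blocker; higher means less fluorescent Bim peptide bound to Bcl-W beads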
Target sequence (Q92843 whole entry, looked up): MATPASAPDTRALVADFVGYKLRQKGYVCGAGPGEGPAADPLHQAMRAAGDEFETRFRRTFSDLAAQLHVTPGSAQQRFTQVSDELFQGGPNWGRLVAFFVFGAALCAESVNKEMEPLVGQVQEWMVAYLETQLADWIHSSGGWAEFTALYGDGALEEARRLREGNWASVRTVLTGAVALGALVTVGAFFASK
Mcl1-Bid inh = Mcl-1/Bid binding inhibitors, primary screen, biochemical, TR-FRET, 1536-well. Induced myeloid leukemia cell differentiation protein Mcl-1 (Homo sapiens), Q07820. 220,000 compounds, 0.97% hits. TR-FRET Mcl-1/Bid-Dy647 peptide binding. AID 1021, 2008. inhibition, % at 21.7 µM;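 active = compounds that cut the binding signal by more than half at the single screening dose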;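 note: His-tagged Mcl-1 with europium anti-His antibody binding Bid BH3 peptide; 0% = Mcl-1 plus peptide wells and 100% = peptide-only wells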
Bim-Bcl-2 = inhibitors of Bim-Bcl-2 binding, primary screen, biochemical, multiplexed, human Bcl-2 family. 190,000 compounds, 0.06% hits. Apoptosis regulator Bcl-2 (Homo sapiens), P10415. Bead-based flow cytometry, Bim peptide-Bcl-2 binding. inhibition, % at 10 µM; in the data active = inhibition above about 40%; inconclusive = no clear call, values can overlap the other calls;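 note: 0% = no compound wells with probe peptide and 100% = reference peptide inhibitor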
GSH fluor = compound fluorescence on glutathione beads, profiling panel, artefact control, biophysical, 488/530 nm, flow cytometry; fluorescence (KMESF) at 10 µM; GSH beads flow cytometry, compound fluorescence 488/530 nm; hits give high values; AID 1776, 2009; 190,000 compounds, 0.25% hits; in the data active = fluorescence above about 89;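 note: glutathione beads carrying GST-tagged Bcl family fusion proteins plus one bare bead set; values are compound well signal with DMSO vehicle wells as background; inactives centre near 16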
RGS8-Gao = RGS8-Galphao binding modulators, primary screen, biochemical, multiplexed bead flow cytometry | 220,000 compounds, 0.34% hits | response (percent of control binding), % at 10 µM | Guanine nucleotide-binding protein G(o) subunit alpha (Homo sapiens), P09471 | actives lie on both sides; in the data active = response below about 60% or above about 140%; inactive = in between;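 note: Galphao activated as the GDP aluminium fluoride complex binding bead-coupled RGS8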
Bfl-1 Bim block = inhibitors of Bim binding to Bfl-1, primary screen, biochemical, multiplexed, bead-based flow cytometry | Bcl-2-related protein A1 (Homo sapiens), Q16548 | 190,000 compounds, 0.12% hits | Bim-Bfl-1 binding inhibition | inhibition, % at 10 µM;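 note: 0% = wells without compound plus tracer and 100% = blocker peptide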
Mcl-1 Bim block = inhibitors of Bim peptide binding to Mcl-1, primary screen, biochemical, bead-based flow cytometry, multiplex. Bim peptide-Mcl-1 binding. AID 1009, 2008. inhibition, % at 10 µM. 190,000 compounds, 0.1% hits. Induced myeloid leukemia cell differentiation protein Mcl-1 (Homo sapiens), Q07820;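 note: 0% = no compound tracer wells and 100% = peptide blocker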
Bim-Bcl-XL = inhibitors of Bim-Bcl-XL binding, primary screen, biochemical, multiplexed, bead flow cytometry, human Bcl-XL; Bim peptide-Bcl-XL binding, fluorescence; 190,000 compounds, 0.04% hits; Bcl-2-like protein 1 (Homo sapiens), Q07817; inhibition, % at 10 µM
Target sequence (Q07817 whole entry, looked up): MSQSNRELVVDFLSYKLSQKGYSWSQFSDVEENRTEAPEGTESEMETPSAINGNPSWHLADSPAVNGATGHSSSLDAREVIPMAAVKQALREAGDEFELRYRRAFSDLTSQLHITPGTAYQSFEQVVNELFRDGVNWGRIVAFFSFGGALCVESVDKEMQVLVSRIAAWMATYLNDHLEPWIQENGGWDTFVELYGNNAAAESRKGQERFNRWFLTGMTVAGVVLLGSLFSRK
Bcl-B Bim block = inhibitors of Bim-Bcl-B binding, primary screen, biochemical, multiplexed, human Bcl-2 family; inhibition, % at 10 µM; bead-based flow cytometry, Bim peptide-Bcl-B binding; AID 951, 2007; Bcl-2-like protein 10 (Homo sapiens), Q9HD36; 190,000 compounds, 0.073% hits;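 note: 0% = tracer peptide without compound and 100% = reference inhibitor peptide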
Target sequence (Q9HD36 whole entry, looked up): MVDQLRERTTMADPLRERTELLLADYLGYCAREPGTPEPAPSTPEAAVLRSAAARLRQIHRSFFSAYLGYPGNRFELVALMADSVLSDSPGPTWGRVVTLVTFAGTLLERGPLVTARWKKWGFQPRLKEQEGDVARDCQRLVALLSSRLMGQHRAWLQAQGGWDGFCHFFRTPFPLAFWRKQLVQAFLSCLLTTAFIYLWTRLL
Starred values were filed as active, the others as inactive; ? = inconclusive. Cut-off read from the data, not from the text of the source, unless noted: active = inhibition above about 40%. No enrichment for hits; any-hit rate near 1.8%.

SMILES	RGS7-Gao	RGS4-Gao reg	Bcl-W Bim block	Mcl1-Bid inh	Bim-Bcl-2	GSH fluor	RGS8-Gao	Bfl-1 Bim block	Mcl-1 Bim block	Bim-Bcl-XL	Bcl-B Bim block
CCc1cccc(NS(=O)(=O)c2ccc3c(c2)NC(=O)CC(=O)N3)c1	104	101	0	-14	2	11	102	3	4	1	1
Nn1cc(-c2ccccc2)nc1SCC(=O)NCCN1C(=O)CSC1=O	104	102	0	-23	-1	29	99	-1	-5	-2	-2
CC(=O)c1ccc(Nc2c3c(c(C#N)c4nc5ccccc5n24)CCC3)cc1	88	93	5	16	6	8	91	11	2	9	5
Cc1sc(=NC(=O)c2ccco2)n(C)c1-c1ccc(F)cc1	104	102	0	-4	-8	36	101	-17	1	-7	-14
COc1cc2c(cc1OC)C(C)N(C(=O)c1cccs1)CC2 (stereo not drawn)	?	92	-1	-20	1	14	98	-4	0	-1	-2
CCOC(=O)c1sc(=S)n(-c2ccccc2OC)c1N	113	105	-3	-6	-9	21	95	-1	-4	-6	-17
Cc1ccc(Cn2nnc3c(=O)n(Cc4ccccc4C)cnc32)cc1	99	98	-4	-16	-2	16	98	-7	-3	-7	-8
CC(C)CNS(=O)(=O)c1ccc(S(=O)(=O)N2CCCN(Cc3ccccc3)C2)cc1	89	85	2	-14	-3	25	97	-3	0	0	3
COc1ccc(CCNC(=O)c2cccnc2SC)cc1	100	103	-1	2	-1	19	107	-2	-2	-1	-3
COC(=O)[C@@]1(Cc2ccc(F)cc2)[C@H]2c3cc(C(=O)N(C)C)n(Cc4nc5ccccc5[nH]4)c3C[C@H]2CN1C(=O)c1ccccc1	104	103	0	-6	-1	17	102	1	12	-3	-6
CC1(C)CC(=O)C(C=Nc2ccc(C(=O)c3ccccc3)cc2N=CC2=C(O)CC(C)(C)CC2=O)=C(O)C1	?	98	-1	-38	2	14	99	2	0	-1	1
Cc1cc(C)nc(SCC(=O)Oc2ccc3oc(=O)cc(C)c3c2)n1	100	97	-4	-69	-8	54	105	-12	-3	-3	-13
Cc1ccc(S(=O)(=O)n2ccc(=O)[nH]2)cc1	108	104	-2	3	-4	20	109	-2	2	-1	-3
C/C(N)=C(/C#N)C(=O)COc1ncnc2ccccc12	102	99	-2	-36	0	9	99	-7	-1	-2	-3
CC1=NN(c2ccc(C(=O)O)cc2)C(=O)/C1=C\c1ccc(OC(=O)c2cccs2)cc1	?	96	0	-60	0	11	95	-1	0	-1	0
Cn1c(=O)c([N+](=O)[O-])c(Cl)c2ccccc21	102	103	4	-11	8	8	99	6	2	12	0
O=C(Nc1cccc(O)c1)C1CCCN1C(=O)OCc1ccccc1 (stereo not drawn)	95	97	0	-16	-12	11	91	-7	-2	-4	-7
O=Cc1ccc(OCC(=O)Nc2ccccc2-c2ccccc2)cc1	97	88	-2	-5	-5	13	94	-7	-1	-1	-4
CNC(=S)N/N=C(\C)c1ccc2c(c1)OCO2	?	97	-2	-29	-6	8	98	-4	0	-2	-8
CNc1c(C(=O)O)ccc2c1C(=O)c1ccccc1C2=O	98	98	0	-67	7	10	90	6	0	1	7
Cc1ccc(SCc2[nH]nc3c2C(c2ccco2)C(C#N)=C(N)O3)cc1 (stereo not drawn)	99	101	0	-47	0	16	97	1	-3	-3	0
CCOC(=O)C1CCN(C(c2cc3c(C)ccc(C)c3[nH]c2=O)c2nnnn2C2CCCCC2)CC1 (stereo not drawn)	103	100	-1	-17	0	10	100	-2	2	2	0
Cc1nc(SCC(C)C)[nH]c(=O)c1Cc1ccccc1	102	103	7	3	-6	23	102	-16	0	0	-2
COc1ccc(Br)cc1/C=N/NC(=O)C(c1ccncc1)N1CCOCC1 (stereo not drawn)	101	105	-3	-3	-6	9	109	-13	1	-1	-5
CCC(C)[C@H](NC(=O)Nc1cccc(OC)c1)C(=O)OC (stereo partly drawn)	102	100	9	-38	1	6	101	1	-1	4	-3
C/C(=N/NC(=O)c1ccc(Br)o1)c1ccc(C)o1	98	100	3	-38	-2	6	103	-2	4	4	3
COCCNc1nc(-n2nc(C)cc2C)nc2sc3c(c12)CCCC3	99	99	-2	-2	0	17	104	3	-4	-2	-4
O=c1[nH]c(CSc2nnnn2-c2ccc(Cl)cc2)nc2ccccc12	102	98	-2	-3	-2	9	104	-5	0	0	-6
c1ccc2nc(SCc3cn4ccccc4n3)cnc2c1	?	99	-1	-14	-3	13	98	-5	-3	-3	-6
C#CCOCCOCCOCCNc1nc(N2CCN(C(=O)[C@H](CCC(=O)O)n3cc(C(N)CC(C)C)nn3)CC2)nc(N2CCN(C(=O)[C@H](CCC(=O)O)n3cc(C(N)[C@H](C)CC)nn3)CC2)n1 (stereo partly drawn)	86	86	-2	76*	-3	18	90	-2	1	0	-3
Cc1cc(=O)[nH]c2c(N=Nc3ccc(O)cc3)c(N)nn12	89	98	20	-37	10	1	97	1	21	36	21
CC(C)(C)OC(=O)C1C(=O)CC(C)(O)C(C(=O)OC(C)(C)C)C1c1ccco1 (stereo not drawn)	102	102	-3	-12	11	15	105	-2	5	-4	0
CN(C)S(=O)(=O)c1ccc(Cl)c(NC(=O)COC(=O)/C=C/c2ccco2)c1	?	98	-1	-31	-2	14	98	-1	-2	-2	-5
CC(C)(C)S(=O)(=O)c1cnc2c(S(=O)(=O)c3ccccc3)cnn2c1N	?	108	1	-11	-3	17	105	-4	-1	-1	-4
Cc1cc(NC(=O)CSCc2ccccc2C)no1	92	95	0	-22	-1	20	96	-4	0	-1	-1
Cc1cccc(NC(=O)c2cc(-c3ccco3)nc3ccccc23)n1	97	99	4	6	-5	22	100	-8	0	-2	-5
NS(=O)(=O)c1ccc(CCNC2CC(=O)N(Cc3ccccc3)C2=O)cc1 (stereo not drawn)	106	103	1	5	0	21	100	-1	0	1	2
CCOC(=O)C1CCCN(C(=O)c2cc3c(-c4cccc(OC)c4)nn(C)c3s2)C1 (stereo not drawn)	99	97	8	-11	-5	11	100	-14	0	1	-3
Clc1ccc(Br)cc1-c1nc(-c2ccncc2)no1	100	102	9	17	17	7	95	10	5	5	18
COc1ccccc1C(c1nnnn1C(C)(C)C)N1CCN(C(=O)c2ccco2)CC1 (stereo not drawn)	93	92	0	-8	-11	25	93	-12	-5	-14	-9
C/C(=N\NC(=O)CCc1c[nH]c2ccccc12)c1cccc([N+](=O)[O-])c1	99	103	-5	-18	-8	11	103	0	-5	-9	-8
O=S(=O)(Cc1ccccc1)N1CCC(c2nc(-c3cccs3)no2)CC1	102	101	-2	-9	-3	28	103	-1	-2	-1	-6
COc1ccccc1C(=O)C1CCCN(C(=O)c2ccc3c(c2)OCCO3)C1 (stereo not drawn)	97	96	0	-35	-6	14	99	-7	0	-2	-5
CCc1nnc(NC(=O)CCC(=O)N2CCN(Cc3ccccc3)CC2)s1	101	101	3	-8	0	23	102	-8	1	0	-3
CCOC(=O)C1(CCOc2ccccc2)CCN(Cc2ccc3nonc3c2)CC1	102	105	1	-16	-4	9	101	-5	-3	0	-2
COc1ccc(NC(=O)c2ccc(Cl)c(S(=O)(=O)N3CCc4ccccc4C3)c2)cn1	103	105	0	0	-13	29	103	-15	-1	-6	-10
O=C(COc1ncnc2scc(-c3ccc(F)cc3)c12)NCc1ccco1	88	88	-1	-56	-10	40	91	-13	1	8	-7
Cn1c(N)c(C(=O)COC(=O)CSc2cccc3cccc(Cl)c23)c(=O)n(C)c1=O	93	92	-2	-16	-4	10	98	-6	-2	-5	-6
COC(=O)N/N=C(\C)c1ccc(OC(F)F)cc1OC(F)F	101	101	-3	-5	-7	18	103	-6	-6	-8	-7
O=C(Nc1ccc2c(c1)CCC2)c1cnn2c1NC(c1ccco1)CC2C(F)(F)F (stereo not drawn)	102	102	-3	3	-7	24	102	-15	-1	-9	-7

Among those listed so far, these have bromine.
SMILES	RGS7-Gao	RGS4-Gao reg	Bcl-W Bim block	Mcl1-Bid inh	Bim-Bcl-2	GSH fluor	RGS8-Gao	Bfl-1 Bim block	Mcl-1 Bim block	Bim-Bcl-XL	Bcl-B Bim block
COc1ccc(Br)cc1/C=N/NC(=O)C(c1ccncc1)N1CCOCC1 (stereo not drawn)	101	105	-3	-3	-6	9	109	-13	1	-1	-5
C/C(=N/NC(=O)c1ccc(Br)o1)c1ccc(C)o1	98	100	3	-38	-2	6	103	-2	4	4	3
Clc1ccc(Br)cc1-c1nc(-c2ccncc2)no1	100	102	9	17	17	7	95	10	5	5	18

The results go on.
SMILES	RGS7-Gao	RGS4-Gao reg	Bcl-W Bim block	Mcl1-Bid inh	Bim-Bcl-2	GSH fluor	RGS8-Gao	Bfl-1 Bim block	Mcl-1 Bim block	Bim-Bcl-XL	Bcl-B Bim block
CCn1c(SCc2nc3cc(OC)c(OC)cc3c(=O)[nH]2)nc2ccccc21	?	101	4	-50	1	13	100	-1	3	4	1
Cc1ccc(C(=O)N2CCCC(c3ccccc3)=N2)cc1	104	102	0	-2	-3	67	102	-1	0	-2	0
CN(C)CCCN(Cc1cc2cc3c(cc2[nH]c1=O)OCO3)C(=S)Nc1cccc(Cl)c1	99	97	-6	-54	-5	14	102	-2	-3	-11	-23
COc1ccc(S(=O)(=O)N2CCCCC2)cc1NC(=O)CSc1nccn1C	?	97	-2	-30	-1	28	99	-5	-1	-4	-6
Cc1ccnc(N2C(=O)c3ccccc3C2O)c1 (stereo not drawn)	102	104	0	-19	-9	17	101	-13	-1	-1	-5
O=C(NCc1ccco1)c1ccc(S(=O)(=O)N2CCOCC2)cc1	106	92	-2	-30	0	10	97	6	-4	-3	-7
COc1ccc(OC)c2c(C)cc(N3CCN(C(=O)c4ccc(C)cc4)CC3)nc12	96	98	-1	-14	0	21	98	-2	-2	0	-12
c1ccc2c(c1)N1CCN=C1N2CCN1CCCCC1	98	101	0	10	-2	27	102	0	-2	-4	-4
COc1cc2ccccc2cc1C(=O)NC(=S)Nc1nnn(C)n1	94	93	-1	-21	-1	11	94	0	-2	-2	-4
COc1ccc(N2C(=O)C(Cc3ccccc3)NC2=S)cc1 (stereo not drawn)	?	96	-3	-15	-2	16	96	-5	-5	-1	-7
Cc1cccc(NC(=O)c2ccccc2Br)n1	102	100	-3	-32	-8	20	101	-8	-2	-7	-11
CCOc1ccccc1-c1nc(-c2cc3ccc(C)cc3[nH]c2=O)no1	96	95	-2	6	-2	23	93	-5	5	-1	-3

Screens from PubChem.
